Source: PubChem BioAssay
PostGolgi ctrl = growth inhibition of yeast control strain, primary screen, counter-screen for post-Golgi transport modulator project; efflux-deficient yeast background strain, growth absorbance A615, 16 h; inhibition, % at 10 µM; hit rate 5% among 98,000; AID 738, 2007; in the data active means inhibition above about 30%
HUVEC prolif 384 = inhibitors of HUVEC proliferation, primary screen, cell-based, 384-well. CellTiter-Glo luminescence, 72 h; stronger effect = lower value. AID 648, 2007. viability, % at 10 µM (by protocol). hit rate 1.1% among 86,000;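 active means viability at or below 30%; inactive means viability above 30%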;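 further: 100% = median luminescence of DMSO-only cell control wells on each plate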
sEH inhibitor = soluble epoxide hydrolase inhibitors, primary screen, biochemical, human sEH. Bifunctional epoxide hydrolase 2 (Homo sapiens), P34913. inhibition, % at 2 µM. hit rate 0.34% among 91,000. recombinant human sEH enzymatic activity assay; in the data active means inhibition above about 80%; further: values of inactives mirror those of a sister screen read the other way; many of its hits are not listed in these tables
Lung fibro prol = antiproliferative effect on LL 47 fibroblasts – human, LL 47 cells, CellTiter-Glo luminescence, primary screen | LL 47 human lung fibroblast viability, ATP luminescence; stronger effect = lower value | viability, % at 10 µM | hit rate 1.1% among 85,000 | AID 719, 2007;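 active means viability at or below 50% in the single dose screen; inactive means viability above 50%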;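 further: compound exposure lasted 72 h before the ATP readout; 100% = median luminescence of untreated cell-only wells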
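Test system: LL 47 human lung fibroblasts / Quantity: 1,150 cells in each well / Medium: IMEM growth medium with 15% fetal bovine serum / Incubation: 72 h compound exposure at 37 °C after overnight plating / Detection: CellTiter-Glo luminescence measuring cellular ATP / Read-out: % viability versus median cells-only luminescence / Benchmarks: cell-only wells, no compound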
S1P2 agonist = S1P2 receptor agonists, primary screen, cell-based | Sphingosine 1-phosphate receptor 2 (Homo sapiens), O95136 | S1P2-expressing cell line, agonist reporter read-out | activation, % at 4.5 µM | hit rate 0.46% among 97,000; in the data active means activation above about 16%;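 further: 0% = vehicle low control and 100% = maximal reference agonist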
LYP act = LYP phosphatase activators, primary screen, biochemical, DiFMUP fluorescence, 2 µM | recombinant LYP; 0 = plate median, 100 = signal doubled | activation, % at 2 µM | Tyrosine-protein phosphatase non-receptor type 22 (Homo sapiens), Q9Y2R2 | hit rate 0.11% among 96,000;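 active means activation at 2 µM above a set limit, the mean plus 5 SD, cut at about 37% in these data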
Target sequence (Q9Y2R2 whole entry, looked up): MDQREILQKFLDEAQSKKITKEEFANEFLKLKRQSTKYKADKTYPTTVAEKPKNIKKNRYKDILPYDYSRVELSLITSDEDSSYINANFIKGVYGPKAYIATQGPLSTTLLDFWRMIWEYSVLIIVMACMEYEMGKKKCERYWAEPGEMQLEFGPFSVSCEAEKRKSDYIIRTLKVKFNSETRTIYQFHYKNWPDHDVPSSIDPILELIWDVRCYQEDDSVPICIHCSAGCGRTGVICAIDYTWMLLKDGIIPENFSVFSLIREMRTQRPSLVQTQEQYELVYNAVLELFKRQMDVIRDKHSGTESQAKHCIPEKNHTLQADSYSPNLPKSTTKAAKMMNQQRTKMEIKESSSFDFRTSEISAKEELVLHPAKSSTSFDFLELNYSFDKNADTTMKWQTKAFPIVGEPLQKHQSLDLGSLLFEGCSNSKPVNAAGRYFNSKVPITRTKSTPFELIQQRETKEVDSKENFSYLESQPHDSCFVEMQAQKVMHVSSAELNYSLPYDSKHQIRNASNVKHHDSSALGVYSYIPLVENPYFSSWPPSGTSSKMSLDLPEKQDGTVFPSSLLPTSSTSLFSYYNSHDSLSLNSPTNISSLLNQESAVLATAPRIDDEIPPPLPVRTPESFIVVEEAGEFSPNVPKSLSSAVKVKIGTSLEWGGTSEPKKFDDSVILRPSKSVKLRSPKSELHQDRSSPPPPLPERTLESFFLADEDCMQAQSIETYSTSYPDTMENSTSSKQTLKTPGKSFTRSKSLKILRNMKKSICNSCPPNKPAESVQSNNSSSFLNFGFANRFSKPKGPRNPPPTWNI
H69AR inhibit = proliferation blockers of H69AR lung cancer cells, primary screen, cell-based, human, 86K library. H69AR lung tumor viability, ATP luminescence, 72 h; stronger effect = lower value. viability, % at 10 µM. hit rate 6% among 85,000. AID 598, 2007;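 active means viability at or below 40%; inactive means viability above 40%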;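 further: multidrug resistant small cell line overexpressing MRP-1 efflux transporter; 100% = mean luminescence of untreated control wells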
sEH activator = soluble epoxide hydrolase activators, primary screen, biochemical, human sEH. Bifunctional epoxide hydrolase 2 (Homo sapiens), P34913. purified human sEH enzymatic activity, activator screen. activation, % at 2 µM. hit rate 0.04% among 91,000; in the data active means activation above about 37%; further: values of inactives mirror those of a sister screen read the other way
S1P2 antag = human S1P2 receptor antagonists, primary screen, cell-based; hit rate 0.21% among 97,000; inhibition, % at 5 µM; Sphingosine 1-phosphate receptor 2 (Homo sapiens), O95136; AID 736, 2007; cell-based S1P2 antagonist assay, inhibition at 5 uM; in the data active means inhibition above about 45%;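 further: CRE beta-lactamase reporter cells expressing human S1P2 stimulated with S1P; 0% = agonist at EC80 alone and 100% = agonist plus reference antagonist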
* = called active by the depositor; . = no result given. These rows are one share of the data. The share of hits here may be higher or lower than overall.

cpd	SMILES	PostGolgi ctrl	HUVEC prolif 384	sEH inhibitor	Lung fibro prol	S1P2 agonist	LYP act	H69AR inhibit	sEH activator	S1P2 antag
1	CS(=O)(=O)N1CCN(c2ccc(C(=O)NC3C4CC5CC(C4)CC3C5)cc2[N+](=O)[O-])CC1 (configuration not stated)	-2	.	-10	.	-6	-2	.	9	-3
2	CCOc1ccc2nc(NC(=O)CS(=O)(=O)c3ccc(C)cc3)sc2c1	23	66	-4	85	-2	6	2.2*	4	-30
3	COc1ccc(-c2ccc(SCC(=O)Nc3cc(C)on3)nn2)cc1OC	11	90	8	95	-3	-1	88	-10	-17
4	Cc1csc(NC(=O)CSc2nc3ccccc3c(=O)[nH]2)n1	1	93	6	98	-6	4	88	-8	14
5	COc1cc(N)c(Cl)cc1NC(=O)c1ccccc1	39*	76	2	.	-3	3	73	-2	-9
6	CC(=O)Nc1sc(NC(=O)c2ccc(C)cc2)nc1-c1cccs1	.	79	-7	91	-2	-2	76	8	5
7	COc1ccc(OC(C)C(=O)N2CCOCC2)cc1 (configuration not stated)	15	102	2	97	-4	7	95	1	0
8	O=C1c2ccccc2C(Nc2ccc(-c3nc4ccccc4[nH]3)cc2)N1Cc1ccco1 (configuration not stated)	16	76	24	100	-9	4	81	-24	10
9	CCC(=O)NNc1cc(=O)c2c(=O)n(C)c(=O)n(C)c2[nH]1	0	.	-11	.	-16	-5	.	11	4
10	CCCC(=O)Nc1ccccc1-c1nnn(CC(=O)Nc2ccc(OCC)cc2)n1	2	97	13	100	-1	0	88	-14	6
11	Cc1ccc2cc(CN(C(=O)c3ccncc3)C(C)C)c(=O)[nH]c2c1	4	99	16	102	0	4	59	-16	24
12	CC1=NNC(=O)C1C(c1ccc(F)cc1)C(C#N)C#N (configuration not stated)	.	80	-8	96	-2	13	102	11	-16
13	O=c1c2c(nc3cc(-c4ccc(F)cc4)[nH]n13)CCCC2	4	81	-17	111	-1	2	84	17	9
14	COc1ccc(Cc2nnc(NC(=O)Cn3cnc4c3c(=O)n(C)c(=O)n4C)s2)cc1	.	96	15	96	-2	-2	108	-13	8
15	CCC1(COC(=O)Nc2cccc(Cl)c2)COC1	8	101	15	99	-2	10	83	-15	5
16	Cc1ccc(NC(=O)COC(=O)c2ccn(C)n2)cc1	2	97	12	97	-1	9	85	-14	5
17	COC(=O)CSc1nnc(CNC(=O)c2cc(OC)c(OC)c(OC)c2)n1C	4	116	20	102	-4	5	104	-23	-6
18	Cc1c(OCc2ccccc2)c(=O)ccn1Cc1ccc(Cl)cc1	43*	63	-8	85	-2	-10	3.9*	5	-13
19	Cc1ccccc1NC(=O)NCC1CCCO1 (configuration not stated)	-2	98	1	107	-2	-4	103	-3	-7
20	C/C(Cl)=C/CSc1nn2c(=O)c3ccccc3nc2s1	10	.	-1	.	-1	-2	.	2	-19
21	COC(=O)COc1ccc(S(=O)(=O)Nc2ccc3c(c2)OCO3)cc1Cl	1	2.3*	-3	44*	-9	3	104	8	11
22	O=C(OCCn1cncn1)c1cc2ccccc2oc1=O	4	99	.	98	-6	-10	98	.	14
23	CCCCn1c(SCC(=O)NCc2ccccc2)nc2ccc(N3CCOCC3)cc2c1=O	35*	94	12	106	1	-4	54	-11	5
24	Cc1ccccc1CS(=O)(=O)CCC(=O)NCc1ccccn1	3	89	-17	105	0	3	94	19	1
25	COc1ccccc1-c1cc(C(F)(F)F)n2ncc(S(=O)(=O)c3ccccc3)c2n1	46*	.	-26	.	1	-12	.	28	7
26	CCCCCc1ccc(S(=O)(=O)NCCc2ccncc2)cc1	30	82	-9	95	-6	-2	94	8	-2
27	Cc1ccc(Cn2c(=N)c(C(=O)NCc3ccco3)cc3c(=O)n4ccccc4nc32)cc1	3	77	8	81	24*	-28	49	-6	-29
28	Clc1ccccc1-c1nn2c(-c3ccncc3)nnc2s1	8	94	-2	114	-5	-17	63	2	-5
29	COCCCNC(=O)CC(NS(=O)(=O)c1ccc(F)cc1)c1ccc(OC)cc1 (configuration not stated)	13	88	9	105	-7	6	106	-11	-2
30	OCc1ccc(O)c2ncccc12	-5	112	6	28*	-3	8	22*	-3	21

Complete entries, quoted from the list:
COC(=O)COc1ccc(S(=O)(=O)Nc2ccc3c(c2)OCO3)cc1Cl as listed: PostGolgi ctrl: 1; HUVEC prolif 384: 2.3*; sEH inhibitor: -3; Lung fibro prol: 44*; S1P2 agonist: -9; LYP act: 3; H69AR inhibit: 104; sEH activator: 8; S1P2 antag: 11
OCc1ccc(O)c2ncccc12 as listed: PostGolgi ctrl: -5; HUVEC prolif 384: 112; sEH inhibitor: 6; Lung fibro prol: 28*; S1P2 agonist: -3; LYP act: 8; H69AR inhibit: 22*; sEH activator: -3; S1P2 antag: 21

The listing continues:
cpd	SMILES	PostGolgi ctrl	HUVEC prolif 384	sEH inhibitor	Lung fibro prol	S1P2 agonist	LYP act	H69AR inhibit	sEH activator	S1P2 antag
31	O=C(Nc1ccccc1)c1ccc(F)c(S(=O)(=O)N2CCOCC2)c1	15	99	.	91	.	.	81	.	.
32	CSCCC(NC(=O)c1ccoc1C)C(=O)O (configuration not stated)	8	.	16	.	-3	8	.	-15	0
33	O=C(CCN1CCCCCC1)Nc1ccccc1F	.	106	5	100	-2	-3	99	-2	4
34	COc1cc(-c2nnc(-c3ccco3)o2)ccc1OCc1ccccc1	25	87	.	93	.	.	51	.	.
35	CC(C)(C)c1ccc(S(=O)(=O)CCc2ccccn2)cc1	2	90	-5	107	-7	2	102	7	-5
36	Cc1cc(C)c(NC(=O)CSc2nnc(-c3ccncc3)n2Cc2ccco2)c(Cl)c1	3	106	13	104	-8	7	107	-12	7
37	O=c1ccnc(NCCc2ccccc2)[nH]1	11	97	0	97	-4	-4	96	4	-8
38	CSCCC(/C(O)=C(\C#N)c1nc2ccccc2[nH]1)N1C(=O)c2ccccc2C1=O (configuration not stated)	15	112	-3	95	-4	0	84	4	8
39	COC(=O)CCc1c(C)[nH]c(=S)[nH]c1=O	24	100	-18	98	1	9	97	18	16
40	Cc1ccc(C(=O)CSc2nsc(C)c2C#N)cc1	2	.	4	.	-3	8	.	-3	21
41	Cc1ncc(S(=O)(=O)c2ccc(Cl)cc2)c(-c2ccccc2)n1	12	75	9	86	-2	4	80	-12	-12
42	COCCN(Cc1cc2cccc(C)c2[nH]c1=O)C(=O)c1ccccc1	35*	99	5	105	-5	1	96	-6	-3
43	COCCCNC(=O)CC(NS(=O)(=O)c1ccc(Cl)cc1)c1ccc(OC)cc1 (configuration not stated)	3	96	-17	99	-4	9	92	14	-15
44	Cc1ccc(S(=O)(=O)Cn2nnnc2C(C(C)C)N2CCN(C(=O)c3ccco3)CC2)cc1 (configuration not stated)	.	113	8	93	-4	8	91	-8	12
45	C=CCn1c(CNc2ccccc2)nnc1SCC(=O)N/N=C/c1ccccc1O	3	.	6	.	-6	-13	.	-4	13
46	NC(=O)N1OCC2COc3ccc4ccccc4c3C21 (configuration not stated)	-14	95	-8	107	-5	6	91	7	6
47	COCCNC(=O)CS(=O)Cc1nc(-c2ccccc2C)oc1C (configuration not stated)	2	86	-4	102	-9	-1	96	3	13
48	O=C(CCN1CCCCC1)c1ccc2c(c1)OCCO2	4	92	-1	90	-11	15	89	-1	16
49	COC(=O)c1ccc(CSc2ccc3nnc(-c4ccccn4)n3n2)o1	4	78	-2	88	-1	-8	74	1	-27
50	CC1CN(c2nc(-c3ccccc3)nnc2-c2ccccc2)CC(C)O1 (configuration not stated)	32*	.	-9	.	-6	-6	.	7	10
51	Fc1ccc2[nH]c3c(N4CCSCC4)ncnc3c2c1	4	58	.	83	.	.	60	.	.
52	O=C(NC1CC2CCC(C1)N2Cc1nnnn1Cc1ccco1)NC12CC3CC(CC(C3)C1)C2 (configuration not stated)	10	87	.	95	.	.	96	.	.
53	NNC(=O)COc1ncn(-c2ccccc2)n1	-1	91	10	97	-1	14	96	-8	-13

Some of these compounds in order of number of heavy atoms, lowest first.
cpd	SMILES	PostGolgi ctrl	HUVEC prolif 384	sEH inhibitor	Lung fibro prol	S1P2 agonist	LYP act	H69AR inhibit	sEH activator	S1P2 antag
39	COC(=O)CCc1c(C)[nH]c(=S)[nH]c1=O	24	100	-18	98	1	9	97	18	16
37	O=c1ccnc(NCCc2ccccc2)[nH]1	11	97	0	97	-4	-4	96	4	-8
32	CSCCC(NC(=O)c1ccoc1C)C(=O)O (configuration not stated)	8	.	16	.	-3	8	.	-15	0
33	O=C(CCN1CCCCCC1)Nc1ccccc1F	.	106	5	100	-2	-3	99	-2	4
48	O=C(CCN1CCCCC1)c1ccc2c(c1)OCCO2	4	92	-1	90	-11	15	89	-1	16
35	CC(C)(C)c1ccc(S(=O)(=O)CCc2ccccn2)cc1	2	90	-5	107	-7	2	102	7	-5
41	Cc1ncc(S(=O)(=O)c2ccc(Cl)cc2)c(-c2ccccc2)n1	12	75	9	86	-2	4	80	-12	-12
47	COCCNC(=O)CS(=O)Cc1nc(-c2ccccc2C)oc1C (configuration not stated)	2	86	-4	102	-9	-1	96	3	13
31	O=C(Nc1ccccc1)c1ccc(F)c(S(=O)(=O)N2CCOCC2)c1	15	99	.	91	.	.	81	.	.
49	COC(=O)c1ccc(CSc2ccc3nnc(-c4ccccn4)n3n2)o1	4	78	-2	88	-1	-8	74	1	-27
43	COCCCNC(=O)CC(NS(=O)(=O)c1ccc(Cl)cc1)c1ccc(OC)cc1 (configuration not stated)	3	96	-17	99	-4	9	92	14	-15
38	CSCCC(/C(O)=C(\C#N)c1nc2ccccc2[nH]1)N1C(=O)c2ccccc2C1=O (configuration not stated)	15	112	-3	95	-4	0	84	4	8
36	Cc1cc(C)c(NC(=O)CSc2nnc(-c3ccncc3)n2Cc2ccco2)c(Cl)c1	3	106	13	104	-8	7	107	-12	7
44	Cc1ccc(S(=O)(=O)Cn2nnnc2C(C(C)C)N2CCN(C(=O)c3ccco3)CC2)cc1 (configuration not stated)	.	113	8	93	-4	8	91	-8	12
52	O=C(NC1CC2CCC(C1)N2Cc1nnnn1Cc1ccco1)NC12CC3CC(CC(C3)C1)C2 (configuration not stated)	10	87	.	95	.	.	96	.	.
